Screening results from PubChem BioAssay.
GSH fluor: compound fluorescence on glutathione beads, profiling panel, artefact control, biophysical, 488/530 nm, flow cytometry; GSH beads flow cytometry, compound fluorescence 488/530 nm; stronger effect = higher value; fluorescence (KMESF) at 10 µM; 0.25% of 190,000 active; AID 1776, 2009; in the data active means fluorescence above about 89;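 further: glutathione beads carrying GST-tagged Bcl family fusion proteins plus one bare bead set; values are compound well signal with DMSO vehicle wells as background; inactives centre near 16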
Bcl-XL Bim block: inhibitors of Bim-Bcl-XL binding, primary screen, biochemical, multiplexed, bead flow cytometry, human Bcl-XL | Bcl-2-like protein 1 (Homo sapiens), Q07817 | Bim peptide-Bcl-XL binding, fluorescence | inhibition, % at 10 µM | 0.04% of 190,000 active | AID 1007, 2008
RGS4-Gao reg: modulators of RGS4 binding to Galphao, primary screen, biochemical, multiplexed bead flow cytometry; Guanine nucleotide-binding protein G(o) subunit alpha (Homo sapiens), P09471; actives lie on both sides; 0.33% of 220,000 active; binding response (% of control), % at 10 µM; in the data active means binding response below about 49% or above about 150%; inactive means in between;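 further: fluorescent Galphao activated with aluminum fluoride binding bead-coupled RGS4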
Target sequence (P09471 whole entry, looked up): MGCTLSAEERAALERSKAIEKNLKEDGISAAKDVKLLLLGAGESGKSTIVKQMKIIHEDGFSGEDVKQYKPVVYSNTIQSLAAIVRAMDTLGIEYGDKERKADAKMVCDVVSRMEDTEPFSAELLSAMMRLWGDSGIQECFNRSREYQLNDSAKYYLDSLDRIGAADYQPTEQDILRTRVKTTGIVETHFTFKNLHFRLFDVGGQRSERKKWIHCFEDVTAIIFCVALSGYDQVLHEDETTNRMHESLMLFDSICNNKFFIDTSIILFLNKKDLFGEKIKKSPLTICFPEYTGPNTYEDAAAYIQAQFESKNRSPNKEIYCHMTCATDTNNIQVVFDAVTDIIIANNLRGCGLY
Bcl-2 Bim block: inhibitors of Bim-Bcl-2 binding, primary screen, biochemical, multiplexed, human Bcl-2 family | inhibition, % at 10 µM | Apoptosis regulator Bcl-2 (Homo sapiens), P10415 | Bead-based flow cytometry, Bim peptide-Bcl-2 binding | 0.06% of 190,000 active; in the data active means inhibition above about 40%; inconclusive means no clear call, values can overlap the other calls;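 further: 0% = no compound wells with probe peptide and 100% = reference peptide inhibitor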
Bim-Bcl-W: inhibitors of Bim binding to Bcl-W, primary screen, biochemical, multiplexed, bead-based flow cytometry. Bcl-2-like protein 2 (Homo sapiens), Q92843. Bim peptide-Bcl-W binding. inhibition, % at 10 µM. 0.02% of 190,000 active;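 further: 0% = bound tracer without compound and 100% = peptide blocker; higher means less fluorescent Bim peptide bound to Bcl-W beads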
Target sequence (Q92843 whole entry, looked up): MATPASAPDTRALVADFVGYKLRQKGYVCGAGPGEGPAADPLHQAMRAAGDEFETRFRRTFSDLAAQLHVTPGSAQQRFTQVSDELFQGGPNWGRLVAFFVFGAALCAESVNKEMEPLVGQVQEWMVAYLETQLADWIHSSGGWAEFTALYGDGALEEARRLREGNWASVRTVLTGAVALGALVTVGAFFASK
RGS7-Gao: RGS7-Galphao binding modulators, primary screen, biochemical, multiplexed bead flow cytometry; actives lie on both sides; binding response (% of control), % at 10 µM; 0.35% of 220,000 active; in the data active means binding response below about 49% or above about 150%; inconclusive means no clear call, values can overlap the other calls; inactive means in between;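 further: fluorescent Galphao held in activated GDP-AlF4 state binding bead-coupled RGS7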
Bim-Bcl-B: inhibitors of Bim-Bcl-B binding, primary screen, biochemical, multiplexed, human Bcl-2 family. Bcl-2-like protein 10 (Homo sapiens), Q9HD36. bead-based flow cytometry, Bim peptide-Bcl-B binding. inhibition, % at 10 µM. 0.073% of 190,000 active. AID 951, 2007;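 further: 0% = tracer peptide without compound and 100% = reference inhibitor peptide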
Target sequence (Q9HD36 whole entry, looked up): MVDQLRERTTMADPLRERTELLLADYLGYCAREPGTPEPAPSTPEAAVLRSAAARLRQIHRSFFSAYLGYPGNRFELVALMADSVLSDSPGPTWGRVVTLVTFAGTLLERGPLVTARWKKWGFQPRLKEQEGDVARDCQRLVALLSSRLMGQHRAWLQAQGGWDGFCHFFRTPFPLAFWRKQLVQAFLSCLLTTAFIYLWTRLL
ABCG2 inh: ABCG2 efflux pump inhibitors, primary screen, multiplex with ABCB1, IgMXP3 cells, flow cytometry; JC-1 efflux; inhibition, % at 6.6 µM; 0.1% of 190,000 active;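 active means inhibition above 80%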;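 further: 0% = DMSO and 100% = nicardipine control wells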
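Test system: IgMXP3 (ABCG2) plus far-red-tagged CCRF-Adr (ABCB1) cells. Reagent: JC-1 dye as substrate. Timing: 10 min exposure at 25 °C with rotation, no wash. Measured by: flow cytometric JC-1 green MFI at 530 nm. Read-out: percent efflux inhibition, scaled nicardipine 100% to DMSO 0%. Control set: nicardipine and DMSO wells.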
ABCB1 block: ABCB1 efflux pump inhibitors, primary screen, cell-based, multiplex, flow cytometry, ABCG2 counter-screen; 0.067% of 190,000 active; inhibition, % at 6.6 µM; CCRF-Adr cells, JC-1 efflux; ATP-dependent translocase ABCB1 (Homo sapiens), P08183; in the data active means inhibition above about 40%;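 further: 0% = vehicle and 100% = reference inhibitor; higher value means more JC-1 retained so stronger ABCB1 efflux block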
RGS8-Gao: RGS8-Galphao binding modulators, primary screen, biochemical, multiplexed bead flow cytometry; actives lie on both sides; AID 1423, 2008; 0.34% of 220,000 active; response (percent of control binding), % at 10 µM; in the data active means response below about 60% or above about 140%; inactive means in between;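 further: Galphao activated as the GDP aluminium fluoride complex binding bead-coupled RGS8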
Bfl-1 Bim block: inhibitors of Bim binding to Bfl-1, primary screen, biochemical, multiplexed, bead-based flow cytometry | AID 1008, 2008 | inhibition, % at 10 µM | Bim-Bfl-1 binding inhibition | 0.12% of 190,000 active | Bcl-2-related protein A1 (Homo sapiens), Q16548;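 further: 0% = wells without compound plus tracer and 100% = blocker peptide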
* marks the source's active call; other numbers are inactive results; ? = inconclusive; · = no result given. Unless noted, no stated cut-off is given here; in the data, active means inhibition above about 40%.

molecule	GSH fluor	Bcl-XL Bim block	RGS4-Gao reg	Bcl-2 Bim block	Bim-Bcl-W	RGS7-Gao	Bim-Bcl-B	ABCG2 inh	ABCB1 block	RGS8-Gao	Bfl-1 Bim block
CCn1c(CCNC(=O)c2cccs2)nnc1SCC(=O)Nc1ccc(Cl)cc1	15	-6	100	-6	-4	101	-7	2	0.5	98	-5
COCC(O)CNc1ccccc1 (stereo not given)	12	20	102	16	14	102	15	1	0.2	101	15
Cc1cc(C)n(C(=O)Cn2nc([N+](=O)[O-])c(Br)c2C)n1	8	-2	100	0	-2	99	-8	1	0.0	105	-9
COc1cc(C2CC(=O)NC3=C2C(=O)CC(C)(C)C3)ccc1O (stereo not given)	23	-5	99	-7	0	109	-8	-2	-0.2	98	-12
O=C(NCCCNCc1ccccc1)/C(=N\O)c1ccccc1	33	-10	102	-8	-2	97	-5	0	2.2	100	-16
O=C(CN1C(=O)CSc2ccccc21)Nc1ccc2c(c1)OCCO2	25	4	97	5	0	97	0	6	1.2	99	4
c1ccc(-c2n[nH]c(-c3ccccc3)c2-c2nc3ccccc3[nH]2)cc1	17	1	103	-1	1	102	0	1	0.1	101	0
C=CCNC1=C(Cl)C(=O)N(c2ccccc2Cl)C1=O	17	0	107	-3	0	101	-2	·	·	106	-12
O=C(NCCOC(=O)c1ccc(S(=O)(=O)N2CCOCC2)cc1)c1cccnc1	35	0	98	-10	2	98	-7	1	-0.6	101	-9
Cc1occc1-c1nnc(SCC(=O)NCCc2ccccc2)n1C(C)c1ccccc1 (stereo not given)	12	-7	95	-6	-2	92	-7	2	0.6	94	-9
COc1cc(OC)cc(C(=O)N[C@H](C(=O)Nc2ccccc2N2CCOCC2)C(C)C)c1	23	0	95	-2	0	95	-2	1	0.9	99	1
N#CCCn1cc(C(=O)Nc2ccc(C(=O)O)cc2)c(-c2cccs2)n1	15	-3	97	-2	-2	112	-2	0	0.5	98	-2
CC(C)CC(NC(=O)OC(C)(C)C)C(=O)NC(C(=O)NC(C)C(N)=O)C(C)C (stereo not given)	19	-1	95	-1	-2	98	1	1	0.2	97	0
COC(=O)c1ccccc1NC(=O)CCc1ccccc1	6	-5	86	2	-2	98	-3	2	0.7	98	-2
C=CCn1cccc(C(=O)Nc2cc(OC)c(OC)c(OC)c2)c1=O	11	1	101	-4	-2	103	0	2	0.4	105	-4
CCC(=O)N1CCN(c2ccc(Cl)cc2NC(=O)c2ccc(N3CCCC3)c([N+](=O)[O-])c2)CC1	30	-9	93	-9	0	96	-11	29	11	97	-14
COc1cc(NC(=O)c2cccc(Cl)c2)c(OC)cc1NC(=O)CN1CCCCC1	13	-2	104	-5	-3	103	-6	20	-1.3	100	-8
COc1cc(/C=N\NC(=O)C2CC3C=CC2C3)ccc1O (stereo not given)	7	6	104	9	6	101	10	12	0.2	103	13
COc1ccccc1C(=O)NCC(=O)N/N=C/c1ccncc1	24	-3	99	0	1	97	0	5	0.5	104	-11
CNCCOc1ccccc1OC(C)C	18	-1	103	0	0	?	-3	6	0.2	98	-5
CC(C)(C)n1nnnc1C(c1ccc(Cl)cc1)N1CCSCC1 (stereo not given)	13	-8	99	-3	-8	101	-6	2	1.0	98	-3
Cc1cc(C)n(-c2nc3ccccc3c(=O)n2OCCOc2ccccc2)n1	63	0	106	0	0	104	-1	14	3.3	103	1
CC(C)CCOCC1CC2(CC(C)(c3csc(N)n3)OC2=O)C(=O)O1 (stereo not given)	14	-7	103	-12	0	97	-13	2	0.2	102	-15
Clc1ccc(-n2cccc2/C=N/n2cnnc2)cc1	10	0	127	0	0	113	0	0	-0.1	110	0
CN(C)S(=O)(=O)N1CCN(C(=O)N(c2ccccc2)c2ccccc2)CC1	11	-6	102	-6	2	100	-8	-1	0.1	101	-16

The list goes on; it opens with the three that closed the last part.
molecule	GSH fluor	Bcl-XL Bim block	RGS4-Gao reg	Bcl-2 Bim block	Bim-Bcl-W	RGS7-Gao	Bim-Bcl-B	ABCG2 inh	ABCB1 block	RGS8-Gao	Bfl-1 Bim block
CC(C)CCOCC1CC2(CC(C)(c3csc(N)n3)OC2=O)C(=O)O1 (stereo not given)	14	-7	103	-12	0	97	-13	2	0.2	102	-15
Clc1ccc(-n2cccc2/C=N/n2cnnc2)cc1	10	0	127	0	0	113	0	0	-0.1	110	0
CN(C)S(=O)(=O)N1CCN(C(=O)N(c2ccccc2)c2ccccc2)CC1	11	-6	102	-6	2	100	-8	-1	0.1	101	-16
COc1cc(-n2nnnc2SCC(=O)N2CCN(c3ccc(F)cc3)CC2)c(OC)cc1Cl	33	-5	100	-6	0	96	-9	8	3.8	100	-13
COc1cc2c(cc1OC)CN(Cc1cc(OC)c(O)c(OC)c1)CC2	13	-3	101	-2	-2	103	-3	-1	0.3	99	-3
CC(=O)C1=C(C)NC(SCc2cccc3ccccc23)=C(C#N)C1c1ccco1 (stereo not given)	12	-4	101	-9	0	104	-7	12	2.5	99	0
O=C(CSc1nc2c(sc3ccccc32)c(=O)n1-c1ccccc1)NCc1ccco1	15	-7	94	0	-1	96	-15	-1	6.1	101	3
COC(=O)c1ccc2nc(NC(=O)C(C)(C)C)sc2c1	12	-2	106	-4	-5	107	-8	13	1.1	113	-13
Cc1ccc(C)c(Cc2c(C)nc(C)[nH]c2=O)c1	7	-1	108	0	-2	103	-3	1	0.5	103	0
COc1ccc(-c2ncccc2OC(=O)C23CC4CC(CC(C4)C2)C3)cc1	12	-8	95	-3	-5	98	-7	11	0.8	95	0
CC1CCN(C(=O)c2cc3nc(-c4ccccc4)cc(-c4ccccc4)n3n2)CC1	40	-5	101	-5	2	99	-3	35	11	102	-7
N#CC1=C(N)N(c2ccc(F)cc2)C(=O)C1	23	-4	104	-8	-6	101	0	-5	-0.6	115	-5
[O-][n+]1cccc2ncc3cscc3c21	8	-3	98	0	0	95	0	11	0.8	90	2
CC(C)Oc1ccc(C(=O)Nc2ccc(C(F)(F)F)n(C)c2=O)cc1	10	1	101	0	8	101	0	3	-0.5	94	2
CCSc1nnc2nc3[nH]c4c(C)cccc4c3nn12	20	·	98	?	·	102	·	1	-0.1	100	·
O=C(NC1CCN(Cc2ccccc2)CC1)c1ccccc1F	21	2	101	0	2	102	2	1	0.4	102	0
COc1ccc(S(=O)(=O)N2CCC(C(=O)NC3CC3)CC2)cc1Cl	23	-11	99	-9	-2	99	-10	4	0.2	100	-21
Cc1c(Cl)cccc1NC(=S)N=Nc1c(O)n(CN2CCOCC2)c2ccccc12	24	0	105	1	-2	102	-3	15	-0.7	94	3
CCCCCOC(=O)CSc1nc2c(c(=O)[nH]c(=O)n2C)n1CCc1ccccc1	10	-5	99	-9	1	101	-8	12	1.5	103	-7
O=C1c2ccsc2SCCN1Cc1ccc(Cl)cc1	23	-9	103	-15	-4	104	-6	-2	0.0	103	-19
O=[n+]1c2c(n([O-])c3c1CCCC3)CCCCC2	35	2	92	1	4	88	-2	8	0.3	90	6
Cc1noc(C)c1COC(=O)c1ccc(F)c(S(=O)(=O)N2CCCCC2)c1	16	-6	96	-3	-2	95	-4	5	1.2	97	-6
CCn1c(=O)c(=O)[nH]c2cc(C(=O)NC3CCCc4ccccc43)ccc21 (stereo not given)	8	-4	99	-11	0	100	-5	1	0.3	103	-10
O=C1S/C(=C\C=C\c2ccco2)C(=O)N1c1ccccc1	17	-6	101	-3	-7	96	-16	-3	-0.6	100	-10
CCCCC(=O)Nc1ccc(Cl)cn1	53	-5	101	-2	-1	98	-3	3	0.0	103	-7
CN(C(=O)COC(=O)c1ccc([N+](=O)[O-])cc1N)c1ccccc1	27	-1	101	-3	-1	105	-2	2	0.0	103	-6
COC(=O)C1=C(C)N(c2ccc(C)c(C)c2)/C(=C/c2cccs2)C1=O	14	-4	96	-4	0	96	-11	39	5.7	101	-10
COc1ccc(-n2c(Cc3cccn3C)nnc2SCC(=O)Nc2ccc(F)cc2F)cc1	15	-5	102	-4	-6	103	-7	9	1.7	102	-2
CCOC(=O)c1oc2ccc(Cl)cc2c1NC(C)=O	20	0	103	0	5	103	-1	58	0.1	103	-1
O=C(NCc1cccc(F)c1)c1ccc(N2C(=O)Cn3c(cc4sccc43)C2=O)cc1	4	-1	105	6	-3	107	-2	0	1.0	103	2
